Screens: PubChem BioAssay, National Center for Advancing Translational Sciences (NCATS)
L3MBTL1 block = blocks human L3MBTL1 | Q9Y468 | AlphaScreen L3MBTL1–H3K9me1 peptide binding | Potency, µM (highest dose often 57.1 µM), inactives show at the highest dose activity, negative = inhibition, hits mostly inhibitors | 0.66% of 230,000 active | AID 485360; active means well fitted inhibition curve with a large enough effect; inconclusive means small, poorly fitted or top-dose-only effect; inactive means no such curve, though single readings can be large or run the other way; further: nearly all actives have a fitted effect of over 60% in size
Target sequence (Q9Y468 whole entry, looked up): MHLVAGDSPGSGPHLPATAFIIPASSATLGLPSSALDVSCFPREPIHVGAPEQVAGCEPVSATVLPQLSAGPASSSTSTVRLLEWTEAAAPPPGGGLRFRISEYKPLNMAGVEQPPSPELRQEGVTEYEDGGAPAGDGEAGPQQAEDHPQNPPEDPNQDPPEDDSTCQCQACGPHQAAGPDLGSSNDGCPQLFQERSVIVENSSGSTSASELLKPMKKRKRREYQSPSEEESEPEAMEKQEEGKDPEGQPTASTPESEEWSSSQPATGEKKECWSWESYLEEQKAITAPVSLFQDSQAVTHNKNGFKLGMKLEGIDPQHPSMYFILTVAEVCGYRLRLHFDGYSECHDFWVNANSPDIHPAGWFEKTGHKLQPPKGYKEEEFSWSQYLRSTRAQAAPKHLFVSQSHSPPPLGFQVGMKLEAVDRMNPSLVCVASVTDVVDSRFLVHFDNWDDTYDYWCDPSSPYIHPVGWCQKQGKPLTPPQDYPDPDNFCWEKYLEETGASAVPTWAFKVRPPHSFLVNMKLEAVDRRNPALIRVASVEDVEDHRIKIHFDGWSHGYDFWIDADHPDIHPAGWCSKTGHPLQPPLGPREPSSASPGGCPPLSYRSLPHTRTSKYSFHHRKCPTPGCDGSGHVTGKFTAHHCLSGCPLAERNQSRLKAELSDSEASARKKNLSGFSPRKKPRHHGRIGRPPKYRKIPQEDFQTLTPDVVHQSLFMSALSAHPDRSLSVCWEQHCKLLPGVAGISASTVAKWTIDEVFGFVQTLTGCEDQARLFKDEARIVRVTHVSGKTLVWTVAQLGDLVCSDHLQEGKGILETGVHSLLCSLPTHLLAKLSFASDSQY
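AlphaScreen assay: L3MBTL1 (50 nM final) was preincubated 30 min at room temperature with biotinylated H3(1-15)K9me1 peptide (75 nM final), then 30 min with library compounds; streptavidin donor and nickel chelate acceptor beads (10 ug/mL final) added, 30 min dark.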
* = called active by the depositor; ? = inconclusive; [ ] = dose if it differs, or a comment. On the % scale 0 is the no-effect control and ±100 the full control effect; potency means the concentration at half of the fitted maximal effect. An excerpt; the hit share may differ from the screen's.

SMILES	L3MBTL1 block
CN1CCN(S(=O)(=O)c2cccc(C(=O)Oc3cccc(Br)c3)c2)CC1	-10%
C=C(C)CNc1cc(S(=O)(=O)N2CCOCC2)ccc1Oc1ccccc1	-3%
Cc1cc(C(=O)CN2C(=O)C(=O)N(CC(C)C)C2=O)c(C)n1C1CC1	-2%
CCN(CC(=O)Nc1ccc(NC(C)=O)cc1)C(=O)/C=C/c1cn(Cc2ccccc2)nc1-c1cccnc1	-2%
CC(C)C[C@@H](C(=O)O)N(Cc1cccc(CN([C@@H](CC(C)C)C(=O)O)S(C)(=O)=O)c1)S(C)(=O)=O	11%
CC(C)(C)NS(=O)(=O)NC(=O)C1=C(N2CCCC2)COC1=O	1%
CN(C)CCNC(=O)C(=O)NCC1CCCN1S(=O)(=O)c1cccs1 (configuration not stated)	-15%
CC(C)=CCC/C(C)=C/CNC(=O)CC1C[C@H](C(=O)N(C(C)C)C(C)C)[C@@]2(C)c3[nH]c4ccccc4c3CCN2C1=O (some centres not stated)	-3%
O=C(COC(=O)CN1C(=O)COc2ccccc21)NCc1ccc(F)cc1	-3%
CC(C)c1ccccc1NC(=S)NC(=O)C1CCCCC1	1%
Cc1cc(C)cc(OCC(=O)OCC(=O)NC2CCCCCCC2)c1	12%
COc1cc2nc(C3CCC3)n(N)c(=O)c2cc1OC	-7%
CC(=O)NC(c1cc(F)c2cccnc2c1O)C1CC1 (configuration not stated)	?
CC1CCCN(C(=O)COC(=O)c2cc(-c3cccs3)nn2-c2ccccc2)C1 (configuration not stated)	-8%
COc1ccccc1/C=C/C(=O)N1CCN(S(=O)(=O)c2cc(C)ccc2C)CC1	-2%
CCOc1ccc(S(=O)(=O)NCCCn2ccnc2)cc1NC(C)=O	2%
CCN(CC)C(=O)OCc1c(-c2cccc(OC)c2)ncc2ccccc12	6%
O=C(COC(=O)c1ccc(S(=O)(=O)NCc2ccco2)cc1)Nc1ccccc1	-7%
O=C(C[C@@H]1C/C=C\C[C@H](Cc2ccc(F)cc2)C(=O)OC[C@H]2CCCN2C1=O)NCCO	5%
CN(C)S(=O)(=O)c1ccc(Cl)c(NC(=O)CNC2(C)CCS(=O)(=O)C2)c1 (configuration not stated)	-3%
CN(C(=O)COC(=O)Cc1c[nH]c2ccccc12)c1c(N)n(Cc2ccccc2)c(=O)[nH]c1=O	-3%
CC(=O)c1ccccc1NC(=O)COC(=O)CN1C(=O)C2CCCCC2C1=O (configuration not stated)	25%
O=Cc1ccccc1OCCCOc1cccc2cccnc12	2%
Cc1ccc(S(=O)(=O)N2[C@@H](c3ccc(Cl)cc3)C(C(=O)O)=CC[C@H]2c2ccc(C(C)C)cc2)cc1	-7%
CC1Oc2ccccc2N(CC(=O)Nc2ccc(F)cc2)C1=O (configuration not stated)	1%

Three compounds out of the list above, ordered by the value under L3MBTL1 block, ascending:
SMILES	L3MBTL1 block
C=C(C)CNc1cc(S(=O)(=O)N2CCOCC2)ccc1Oc1ccccc1	-3%
CCOc1ccc(S(=O)(=O)NCCCn2ccnc2)cc1NC(C)=O	2%
O=C(C[C@@H]1C/C=C\C[C@H](Cc2ccc(F)cc2)C(=O)OC[C@H]2CCCN2C1=O)NCCO	5%

New compounds follow.
SMILES	L3MBTL1 block
CCCn1nc(C(=O)NCC2COc3ccccc3O2)c2ccccc2c1=O (configuration not stated)	0%
COc1ccc(/C(C)=N/NC(=O)Cc2ccc(Cl)cc2)cc1	0%
Cc1cc(C(=O)OCC(=O)NC(C)c2ccc(F)cc2)c(C)o1 (configuration not stated)	5%
COc1ccccc1/C=C/C(=O)OCC(=O)NCc1ccc2c(c1)OCO2	6%
COC(=O)c1ccc(CNC(=O)c2ccc(S(=O)(=O)N(C)c3ccccc3OC)cc2)cc1	1%
Cc1ccc2c(c1)c1c3n2CCN(CC(O)CNC(C)C)C3CCC1 (configuration not stated)	-6%
C#CCOCCOCCOCCNc1nc(N2CCN(C(=O)CCCCCCCCCCNC(=O)[C@H](CCCCN)n3cc(C)nn3)CC2)nc(N2CCN(C(=O)CCCCCCCCCCNC(=O)[C@H](CO)n3cc(CCCSC)nn3)CC2)n1	-7%
COc1ccc(CC(=O)OCC(=O)NCc2ccc(C)cc2)cc1OC	-5%
COc1ccc(-c2noc(CCCC(=O)N3CCN(c4cc(C)ccc4C)CC3)n2)cc1	9%
CN(C(=O)CSc1ncnc2ccccc12)C1CCCCC1	-3%
COc1ccc(NC(=O)c2ccc(S(=O)(=O)N3CC(C)CC(C)C3)cc2)cc1S(N)(=O)=O (configuration not stated)	3%
COc1ccc(N2CCN(C(=O)CN3C(=O)NC4(CCCc5ccccc54)C3=O)CC2)cc1 (configuration not stated)	-11%
CCOc1ncccc1C(=O)Nc1ccc2c(c1)OCCCO2	13%
c1ccc2[nH]c(CCCc3nc4ccccc4[nH]3)nc2c1	2%
Cc1ccc(C)c(OCC(=O)NNC(=O)c2ccc(=O)[nH]c2)c1	6%
COc1cccc(CNS(=O)(=O)c2cc3c4c(c2)CCC(=O)N4CCC3)c1	-5%
O=S(=O)(c1ccccc1)c1nc(-c2ccc(Cl)cc2)oc1NCCCN1CCOCC1	0%
O=C(CNS(=O)(=O)c1ccc(Cl)cc1)NC1CCCCC1	-1%
O=C(COC(=O)C1CC2C=CC1C2)Nc1ccc([N+](=O)[O-])cc1 (configuration not stated)	5%
N#Cc1cccc(C(=O)OCC(=O)N2CCCc3ccccc32)c1	-3%
Cn1c(SCC(=O)Nc2ccc(C(=O)O)cc2)nc2scc(-c3ccccc3Cl)c2c1=O	4%
CC(C(=O)Nc1ccc2[nH]c(=O)[nH]c2c1)N1CCN(Cc2ccc3c(c2)OCO3)CC1 (configuration not stated)	-2%
CC1CC1C(=O)N1CCN(S(=O)(=O)c2cc(C(F)(F)F)cc(C(F)(F)F)c2)CC1 (configuration not stated)	-1%
CC(NC(=O)COC(=O)c1cccnc1Cl)C12CC3CC(CC(C3)C1)C2 (configuration not stated)	5%
CCOC(=O)/C=C1\SCC(=O)N1CC(=O)Nc1cc(S(=O)(=O)N(C)C)ccc1C	-4%

Remaining list, next part.
SMILES	L3MBTL1 block
CC(=O)C(Cc1ccccc1)NC(=O)COc1ccc2c(c1)OCO2 (configuration not stated)	-7%
Cc1ccc(NC(=O)CSc2nc(=O)n(CCCN3CCOCC3)c3c2CCCC3)c(C)c1	-3%
CCOc1ccccc1N1CC(C(=O)NNC(=O)c2ccc(F)cc2)CC1=O (configuration not stated)	0%
O=C(NCc1ccccc1CN1CCOCC1)c1ccc(-n2cccn2)cc1	5%
C[C@H]1CN([C@@H](C)CO)C(=O)c2cccc(NC(=O)C3CC3)c2O[C@H]1CN(C)S(=O)(=O)c1cccs1	3%
Cc1ccc(NC(=O)NC(=O)COc2c(F)c(F)cc(F)c2F)c(C)c1	5%
COc1ccc(CCC(=O)OCC(=O)N2CCN(S(=O)(=O)c3ccc(C)cc3C)CC2)cc1	8%
CCC1CCC2(CC1)NC(=O)N(CC(=O)NCc1ccc(Cl)cc1)C2=O (configuration not stated)	10%
COc1cc(OC)cc(-c2c(C#Cc3ccsc3)c3cc(-c4ccc5c(c4)OCCO5)ccc3n2C)c1	6%
O=C(N/N=C/c1ccc2c(c1)OCO2)c1cc(-c2ccco2)nc2ccccc12	?
CCOC(=O)[C@@H]1[C@H]2COc3ccccc3[C@@H]2N2C(=O)N(c3ccc(C)cc3)C(=O)[C@]12C	-7%
[O-][n+]1c2ccccc2c2n1CCCN=C2c1ccc(Cl)cc1	-6%
COc1cccc(NC(=O)CN(C)C(=O)c2ccc(OCC3CCCO3)cc2)c1 (configuration not stated)	-3%
Cn1c(N)c(C(=O)COC(=O)c2ccccc2C(=O)c2ccccc2)c(=O)n(C)c1=O	34%[activator]
CC(Sc1ncnc2c1cnn2-c1ccccc1)C(=O)Nc1ccc(N2CCOCC2)cc1 (configuration not stated)	2%
O=S1(=O)CCOC[C@H](c2ccccc2)N1Cc1cccc(Cl)c1	9%
O=C1CCN(Cc2ccc(O)cc2)CCN1CCO	7%
Cc1ccc(OCCn2c(C)nc3ccccc32)cc1	-1%
CC(C)NC(=O)N(C)C[C@H]1Oc2ccc(NC(=O)Nc3ccc(C(F)(F)F)cc3)cc2C(=O)N([C@H](C)CO)C[C@@H]1C	-1%
O=C(Nc1nccs1)C1=COCCO1	8%
CC(=O)N1CCN(c2ccc(NCc3ccc(Br)o3)cc2)CC1	-20%
Cc1cc(C)c(NC(=O)CNC(=O)CN2C(=O)NC3(CCCc4ccccc43)C2=O)c(C)c1 (configuration not stated)	1%
CC(=O)N/C(=C\c1ccccc1)C(=O)OCC(=O)NC(=O)c1ccccc1	5%
CCOC(=O)C1=C(C)N=c2s/c(=C/c3ccc(OCC(=O)O)cc3)c(=O)n2C1c1ccc(SC)cc1 (configuration not stated)	?
COc1ccc2c(c1)C(=O)N1[C@H]3c4cc(C)ccc4OC[C@@H]3[C@H](c3ccccc3)[C@]1(C)C(=O)N2	-11%

Continued.
SMILES	L3MBTL1 block
CC1(c2ccc(Cl)cc2)NC(=O)N(CC(=O)N2CCN(S(=O)(=O)c3ccccc3)CC2)C1=O (configuration not stated)	3%
O=C(Cc1ccccn1)c1ccc(F)cc1	8%
O=C(Cn1cc(C(F)(F)F)ccc1=O)NCC1CCCO1 (configuration not stated)	4%
Cc1cccnc1NC(=O)C1CC(=O)N(c2ccc3c(c2)OCCO3)C1 (configuration not stated)	2%
COC(=O)c1c(NC(=O)CS(=O)(=O)c2ccccc2)sc(C)c1C	0%
C[C@H](NS(=O)(=O)c1ccccc1F)C(=O)OCC(=O)Nc1ccc2c(c1)OCCO2	-5%
O=C(Nc1ccccc1N1CCCC1)C1CCN(S(=O)(=O)c2ccccc2C(F)(F)F)CC1	?
CCC(C)Sc1cccc(-c2nc3cnccn3c2NC2CCCCC2)c1 (configuration not stated)	15%
O=C(CCCN1CCC(NC(=O)c2ccccc2)CC1)c1ccc(Cl)cc1	5%
Cc1ccccc1CCNC(=O)c1ccc(Cl)c(S(=O)(=O)N2CC(C)OC(C)C2)c1 (configuration not stated)	4%
CC(=O)NCCc1nc2cc(NC(=O)c3ccccc3C)ccc2n1C	-1%
COc1ccc(F)cc1CN1CCN(CC(=O)Nc2ccccc2C(=O)NC2CC2)CC1	-7%
CC(C)(C)N1CC23CCC(C[C@@H]2C1=O)O3 (some centres not stated)	16%
O=C(CNC(=O)c1ccc(Br)o1)NC1CCCCCC1	-5%
CC(=O)N1CCN(C(=O)c2cc(S(=O)(=O)N(C)c3ccc(F)cc3)ccc2Cl)CC1	-6%
COc1ccc(-c2csc(NC(=O)CSC(C)C(=O)Nc3cc(C)on3)n2)cc1OC (configuration not stated)	-4%
N#CCC(=O)Nc1ccc(C(=O)OCC(=O)NNC(=O)c2cccs2)cc1	0%
Cc1cc(N2CCN(c3ccccc3)CC2)nc2ccccc12	8%
COc1ccc(C(=O)NCc2ccccc2C)cc1S(=O)(=O)NC1CCCC1	3%
COC(=O)C1=C(C)N(Cc2ccccc2)C(=NCCCCO)N[C@H]1c1ccccc1	0%
COc1cccc(-c2nn(-c3ccc(C)cc3)cc2C(=O)N(C)CC(=O)Nc2cccc(F)c2)c1	-2%
Cc1ccc(OC(C)C(=O)Nc2ncc(Cl)cc2Cl)c([N+](=O)[O-])n1 (configuration not stated)	-11%
COc1ccc(-c2nc(SCC(=O)Nc3c(F)cccc3F)n[nH]2)cc1	-8%
CCN(CC(=O)Nc1ccccc1C(F)(F)F)C(=O)c1ccc(N2CCCC2=O)cc1	5%
COc1cc(C)ccc1OC(C)C(=O)Nc1ccc(N2CCCCC2)cc1 (configuration not stated)	?
C#CCOCCOCCOCCNc1nc(N2CCN(C(=O)CCCCCCCCCCNC(=O)[C@H]([C@@H](C)CC)n3cc(CCCCCN)nn3)CC2)nc(N2CCN(C(=O)CCCCCCCCCCNC(=O)[C@@H]([C@H](C)O)n3cc(C)nn3)CC2)n1	-30%

Structural class, the compounds so far containing a Cl atom
SMILES	L3MBTL1 block
CN(C)S(=O)(=O)c1ccc(Cl)c(NC(=O)CNC2(C)CCS(=O)(=O)C2)c1 (configuration not stated)	-3%
Cc1ccc(S(=O)(=O)N2[C@@H](c3ccc(Cl)cc3)C(C(=O)O)=CC[C@H]2c2ccc(C(C)C)cc2)cc1	-7%
COc1ccc(/C(C)=N/NC(=O)Cc2ccc(Cl)cc2)cc1	0%
O=S(=O)(c1ccccc1)c1nc(-c2ccc(Cl)cc2)oc1NCCCN1CCOCC1	0%
O=C(CNS(=O)(=O)c1ccc(Cl)cc1)NC1CCCCC1	-1%
Cn1c(SCC(=O)Nc2ccc(C(=O)O)cc2)nc2scc(-c3ccccc3Cl)c2c1=O	4%
CC(NC(=O)COC(=O)c1cccnc1Cl)C12CC3CC(CC(C3)C1)C2 (configuration not stated)	5%
CCC1CCC2(CC1)NC(=O)N(CC(=O)NCc1ccc(Cl)cc1)C2=O (configuration not stated)	10%
[O-][n+]1c2ccccc2c2n1CCCN=C2c1ccc(Cl)cc1	-6%
O=S1(=O)CCOC[C@H](c2ccccc2)N1Cc1cccc(Cl)c1	9%
CC1(c2ccc(Cl)cc2)NC(=O)N(CC(=O)N2CCN(S(=O)(=O)c3ccccc3)CC2)C1=O (configuration not stated)	3%
O=C(CCCN1CCC(NC(=O)c2ccccc2)CC1)c1ccc(Cl)cc1	5%
Cc1ccccc1CCNC(=O)c1ccc(Cl)c(S(=O)(=O)N2CC(C)OC(C)C2)c1 (configuration not stated)	4%
CC(=O)N1CCN(C(=O)c2cc(S(=O)(=O)N(C)c3ccc(F)cc3)ccc2Cl)CC1	-6%
Cc1ccc(OC(C)C(=O)Nc2ncc(Cl)cc2Cl)c([N+](=O)[O-])n1 (configuration not stated)	-11%
